# Screening results: PubChem, National Center for Advancing Translational Sciences (NCATS)
# GLP-1R inv ag: inverse agonists of human GLP-1 receptor; P43220; HEK293 GLP-1R CRE-luciferase, luminescence, 24 h; GLP-1R form is constitutively active; Potency, µM (titrated, usually from 38.3 µM), for the others: at the top dose activity change, negative = inhibition, actives largely listed as inhibitors; 410,000 tested, 1.6% active; note: % is set by controls: 0 for no effect and ±100 for the full control effect; nearly all actives have a fitted effect of over 55% in size
#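 Assay principle: reduced luminescence from a cAMP-responsive reporter in HEK293 cells co-expressing a constitutively active GLP-1R. Conditions: 24 hr compound incubation, 37 deg C, 5% CO2.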
# PTHR1 ag: activates the human parathyroid hormone receptor PTHR1; HEK293 GP2 PTHR1 cells, GloSensor cAMP luminescence, 1 h; Potency, µM (top dose mostly 115 µM), without a hit: top-dose activation, actives largely listed as activators; AID 743266; 410,000 tested, 0.075% active; note: nearly all actives have a fitted effect of over 55% in size; some results filed as inactive show a strong effect at the top dose; inactives centre near -15; many of its hits are not listed in these tables
# Target sequence (Q03431 whole entry, looked up): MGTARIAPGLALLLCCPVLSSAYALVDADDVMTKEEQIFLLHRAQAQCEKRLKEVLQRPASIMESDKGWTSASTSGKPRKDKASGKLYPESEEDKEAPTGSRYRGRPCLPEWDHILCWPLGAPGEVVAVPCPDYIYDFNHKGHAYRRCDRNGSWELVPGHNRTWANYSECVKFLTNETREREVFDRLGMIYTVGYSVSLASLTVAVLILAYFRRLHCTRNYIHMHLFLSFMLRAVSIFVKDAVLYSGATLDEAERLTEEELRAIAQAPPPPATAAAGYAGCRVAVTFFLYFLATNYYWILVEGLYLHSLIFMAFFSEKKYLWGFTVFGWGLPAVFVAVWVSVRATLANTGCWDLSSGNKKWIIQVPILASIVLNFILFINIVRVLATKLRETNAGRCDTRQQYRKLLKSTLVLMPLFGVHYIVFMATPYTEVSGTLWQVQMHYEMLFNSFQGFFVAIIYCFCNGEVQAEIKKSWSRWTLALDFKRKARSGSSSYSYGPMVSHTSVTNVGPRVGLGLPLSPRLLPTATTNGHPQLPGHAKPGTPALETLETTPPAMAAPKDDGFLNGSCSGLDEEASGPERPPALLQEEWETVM
#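 HEK-293-derived GP2 cells expressing PTHR1 and a GloSensor cAMP reporter, 3,000/well, plated overnight, given luciferin plus IBMX (each 0.5 mM as added) for 1 h at 37 °C, then compound for 1 h at 37 °C. Luminescence was read after 15 min at room temperature.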
# HEK293 tox: cytotoxicity in counter-screen for GLP-1R inverse agonists; HEK293 cAMP-luciferase reporter cells, luminescence, 24 h; Potency, µM (top dose mostly 38.3 µM), inactives show at the highest dose activity change, negative = inhibition, hits mostly inhibitors; 410,000 tested, 0.13% active; AID 624418;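 note: loss of luciferase light is scored as toxicity; % is set by controls: 0 for no effect and ±100 for the full control effect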
#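 Quantitative HTS format, 1536 wells, 200 cells/uL seeded. Compounds: 23 nL, 24 h, 37 °C. Detection: luciferase reagent, luminescence at 12 min RT; decreased signal taken as cytotoxic.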
# * marks the source's active call; other numbers are inactive results; i = inactive; ? = inconclusive; [ ] = another dose, or the depositor's remark. Calls come from the whole dose curve; as a rule, active = well fitted curve in the direction sought with a large enough effect; inconclusive = small, poorly fitted or top-dose-only effect, or another doubt; inactive = no such curve, though single readings can be large; an effect the other way counts as inactive or inconclusive. Potency is the fitted concentration of half-maximal effect.
cpd	compound	GLP-1R inv ag	PTHR1 ag	HEK293 tox
1	CN(Cc1ccccc1)C(=O)c1cc2c(=O)n(C)c3ccccc3c2s1	7%	-62%[inhibitor]	21%
2	Cc1ccc2c(=O)cc(C(=O)Nc3ccc(S(=O)(=O)N(C)Cc4ccccc4)cc3)oc2c1C	6%	i	-3%
3	CC(=O)c1cccc(NC(=O)CCCSc2nc(-c3ccco3)cc(C(F)(F)F)n2)c1	?	-21%	-1%
4	CC1CCc2c(sc3nnn(Cc4ccc(F)cc4)c(=O)c23)C1 (centres undefined)	?	-28%	7%
5	CCOc1ccc(-c2cc3nc(C4CCN(C(=O)OC(C)(C)C)CC4)c(C(=O)Nc4c(C)cccc4C)cn3n2)cc1	10%	-17%	1%
6	O=C(CCCn1c(=O)c2cccn2c2cccnc21)Nc1ccccc1Br	23%	i	15%
7	O=C(Nc1cccc(Cl)c1)c1cc(-c2ccccc2)on1	22%	-20%	2%
8	Cc1cccc(Cn2cnc3c(cnn3-c3ccc(Cl)cc3)c2=O)c1	8%	i	2%
9	COc1ccc(C)cc1NC(=O)CN1C(=O)COc2ccc(S(=O)(=O)NC3CCCC3)cc21	0%	-4%	20%
10	Cc1cc(CN2CCN(c3ccc(F)cc3)CC2)cs1	-15%	i	-5%
11	COc1cccc(CSc2nc3n(n2)C(c2cccs2)C(C(=O)Nc2ccccc2C)=C(C)N3)c1 (centres undefined)	2%	-9%	1%
12	CCC(CC)C(=O)Nc1nnc(SCc2cc(=O)c3ccccc3[nH]2)s1	-11%	-49%[inhibitor]	-3%
13	COc1ccc(OC)c(CNC(=O)C2COc3ccccc3C2)c1 (centres undefined)	3%	-21%	5%
14	CCCCc1nn2c(=O)cc(COC(=O)c3ccccc3NC(=O)c3cccs3)nc2s1	6%	-7%	13%
15	CC1CCN(S(=O)(=O)c2ccc3c(c2)c(=O)c(C(=O)NCCc2ccccc2)cn3C)CC1	-8%	-34%	-8%
16	COc1ccccc1Cn1c(C2CC(=O)N(c3ccccc3OC)C2)nc2ccccc21 (centres undefined)	3%	i	4%
17	Cc1ccc(F)cc1S(=O)(=O)N1CCC(c2nc3ccccc3s2)CC1	-22%	-90%[inhibitor]	-7%
18	COc1ccc(NC(=O)c2ccco2)cc1NC(=O)COc1ccc(C)c(C)c1	?	-2%	-21%
19	Cc1ccc(C(c2sc3nc(-c4ccco4)nn3c2O)N2CCN(c3ccc(F)cc3)CC2)cc1 (centres undefined)	-5%	-58%[inhibitor]	4%
20	O=C(CSc1nnc(CNC(=O)c2ccccc2F)n1-c1ccccc1)Nc1ccccc1F	-8%	-48%[inhibitor]	-5%
21	Cc1ccc(NC(=O)C(=O)NCC(c2cccnc2)N2CCN(C)CC2)cc1C (centres undefined)	4%	-13%	6%
22	COc1ccc(CNC(=O)c2ccc(NC(=O)N3CCSc4ncccc43)cc2)cc1	5%	i	0%
23	CC(=O)Nc1cccc(NC(=O)C(=O)NCCc2sc(-c3ccccc3)nc2C)c1	3%	-33%[inhibitor]	1%
24	CN1CC(=O)N(CC(=O)Nc2ccc(Cl)c(C(F)(F)F)c2)c2ccccc2C1=O	8%	-59%[inhibitor]	-1%
25	O=C(CSc1nccn1-c1ccc(Cl)cc1)Nc1cccc2ccccc12	?	-71%[inhibitor]	-14%
26	CCOc1ccc(NC(=O)CC2C(=O)N(c3cccc(OC)c3)C(=O)N2C2CCCCC2)cc1 (centres undefined)	-29%	-13%	-1%
27	CCc1ccc(CNC(=O)c2cc(-c3ccc(Br)s3)nc3ccccc23)cc1	14%	?	1%
28	COc1ccc(N(C(=O)c2cccc(C)c2)S(=O)(=O)c2ccc3c(c2)n(C)c(=O)n3C)cc1	-24%	i	-12%
29	CC(C)CCN1C(=O)N(c2ccccc2)C(=O)C1CC(=O)Nc1ccc(Cl)cc1 (centres undefined)	10µM*	i	1%
30	CCNc1nc(NCc2ccc(F)cc2)c2cnn(C)c2n1	-4%	-2%	-1%
31	CCNC(=O)c1cnc2sc(N3CCC(C)CC3)nn2c1=O	5%	i	4%
32	CCc1ccccc1NC(=O)c1cc(S(=O)(=O)NC2CCCC2)ccc1F	?	i	-9%
33	COc1ccc(Nc2oc(-c3ccc(COc4ccccc4C)o3)nc2C#N)cc1	1%	i	-13%
34	O=C(CSc1nc(=O)n(CCN2CCOCC2)c2c1CCC2)Nc1cccc(Cl)c1	12%	i	0%
35	COCCn1c(SCC(=O)c2c[nH]c3ccccc23)nc2cc(C(=O)NC(C)C)ccc2c1=O	4%	7%	-3%
36	Cc1ccc(CNC(=O)c2sc3nc4n(c(=O)c3c2C)CCCCC4)cc1	5%	-24%	-9%
37	Cc1cccc(Cn2cccc2CNS(=O)(=O)c2ccc(C)c(C)c2)c1	?	-21%	11%
38	CCCn1c2ccccc2c2cnn(CC(=O)NCc3ccccc3Cl)c(=O)c21	-18%	-38%	-14%
39	CCCOc1ccc(-c2nc(N3CCC(C)CC3)c3ccccc3n2)cc1	-3%	-15%	1%
40	COc1ccc(C)cc1NC(=O)c1sc2nc(-c3ccc(F)cc3)cn2c1C	1%	13%	0%
41	CC1(C(=O)Nc2cccc(C(F)(F)F)c2)Cc2ccccc2C(=O)O1 (centres undefined)	?	i	-1%
42	CCOc1ccccc1NC(=O)CSc1nnc(N)s1	10%	-16%	-2%
43	CCOC(=O)c1c(C)[nH]c(C)c1S(=O)(=O)N1CCCC(C(=O)Nc2ccc(C)cn2)C1 (centres undefined)	6%	-6%	1%
44	COc1cc(C)ccc1OCCSc1nc(-c2cccc(C)c2)nc2cc(=O)[nH]n12	-10%	i	-4%
45	CCOC(=O)c1cnn2c(C(F)(F)F)cc(-c3ccc(Br)cc3)nc12	14%	-2%	2%
46	CCOCCOC(=O)c1ccc2c(c1)N(Cc1ccccc1C#N)C(=O)c1ccccc1S2(=O)=O	10%	-3%	-5%
47	CCCc1nn2c(=O)cc(COC(=O)c3ccc(NC(=O)C(C)Oc4ccccc4)cc3)nc2s1 (centres undefined)	5%	i	14%
48	COc1ccc(-n2c(Cc3ccccc3)nnc2SCc2nc(-c3cccs3)no2)cc1	?	-12%	-5%
49	Cc1ccc(C)c(N2CCN(C(=O)CSCc3ccccc3Cl)CC2)c1	?	i	4%
50	COc1ccc(-c2nc(CSCC(=O)NCCc3ccccc3)c(C)o2)cc1	?	-76%[inhibitor]	-4%
51	Cc1ccc(N(Cc2cccs2)C(=O)c2ccco2)cc1	-5%	26%	9%
52	C=Cc1ccc(COc2ccc3oc(-c4ccccc4)c(C(=O)OCC)c3c2)cc1	-3%	i	-5%
53	CC1CCN(C(=O)c2c(NC(=O)c3ccccc3F)sc3c2CCC(C(C)(C)C)C3)CC1 (centres undefined)	-4%	i	3%
54	O=C(Cn1ncc2c3ccccc3n(Cc3ccccc3F)c2c1=O)N1CCCCCC1	32%[activator]	i	-8%
55	Cc1ccccc1OCc1ccc(-c2nc(C#N)c(NCCCN(C)C)o2)o1	-23%	i	-5%
56	CCOc1ccccc1NC(=O)c1nn(C)c2c1CSc1ccccc1-2	-10%	-32%[inhibitor]	1%
57	CCC1=Nc2cc(C(=O)N3CCC(C)CC3)ccc2Sc2ccc(C)cc21	?	-62%[inhibitor]	-7%
58	CCCN1CCN(CCNC(=O)Nc2ccc(OC)c(OC)c2)CC1	16%	i	-5%
59	Cc1ccc(Cn2nnc(C(=O)Nc3ccc(F)c(F)c3)c2N)cc1	-4%	i	17%
60	COc1ccc2cc(-c3nc4ccc(C(=O)O)cc4[nH]3)c(=O)oc2c1	-66%	-46%[inhibitor]	94%[activator]

# One compound at a time (already shown). Order of screens: GLP-1R inv ag, PTHR1 ag, HEK293 tox
# Cc1ccc(Cn2nnc(C(=O)Nc3ccc(F)c(F)c3)c2N)cc1 in the list: -4%, i, 17%
# CCC1=Nc2cc(C(=O)N3CCC(C)CC3)ccc2Sc2ccc(C)cc21 in the list: ?, -62%[inhibitor], -7%
# O=C(CSc1nc(=O)n(CCN2CCOCC2)c2c1CCC2)Nc1cccc(Cl)c1 in the list: 12%, i, 0%

# Continued:
cpd	compound	GLP-1R inv ag	PTHR1 ag	HEK293 tox
61	O=C(NCCCN1CCOCC1)c1ccc2c(c1)N(Cc1cccc(Cl)c1)C(=O)c1ccccc1S2	11%	-12%	0%
62	O=C(CCn1c(=O)c2cccn2c2ccc(F)cc21)NCCc1ccc(Cl)cc1	11%	0%	-30%
63	O=C(COCc1cc(-c2ccc(F)cc2)on1)Nc1cc(F)ccc1F	14%	?	2%
64	Cc1cccc(NC(=O)c2sc3cccc(Cl)c3c2Cl)c1	17%	i	1%
65	CNC(=O)C1CCN(C(=O)N2CC(C)Oc3ccc(C)cc32)CC1 (centres undefined)	-5%	i	-5%
66	COc1ccc(-c2ccc(=O)n(CC(=O)Nc3ccc(Br)cc3F)n2)cc1	10%	-12%	2%
67	Cc1ccc(-n2nc(CO)c(C(=O)NCCc3ccccc3)n2)cc1C	17%	13%	7%
68	Cc1cccc(-c2nc3cc(NC(=O)c4ccc(OCC(C)C)cc4)ccc3o2)c1	6%	i	0%
69	Cc1ccc(S(=O)(=O)N2CCCc3cc(NS(=O)(=O)c4ccc(F)cc4)ccc32)cc1	?	-31%[inhibitor]	-9%
70	COc1ccc(C2CC(=O)c3cc(-c4nc(-c5cccc([N+](=O)[O-])c5)cs4)c(=O)n(-c4ccccc4)c3C2)cc1 (centres undefined)	10%	1%	12%
71	COc1cccc(CNC(=O)Cc2c(C)c3ccc(OC)c(C)c3oc2=O)c1	15%	i	-6%
72	CCOC(=O)c1ccc(NC(=O)Cn2cc(C(=O)c3ccc(Cl)cc3)c(=O)c3ccc(C)nc32)cc1	-6%	i	1%

# Laid out differently: three of the compounds above.
# Value order – GLP-1R inv ag	PTHR1 ag	HEK293 tox
67) Cc1ccc(-n2nc(CO)c(C(=O)NCCc3ccccc3)n2)cc1C
 : 17%	13%	7%
69) Cc1ccc(S(=O)(=O)N2CCCc3cc(NS(=O)(=O)c4ccc(F)cc4)ccc32)cc1
 : ?	-31%[inhibitor]	-9%
71) COc1cccc(CNC(=O)Cc2c(C)c3ccc(OC)c(C)c3oc2=O)c1
 : 15%	i	-6%

# Sorted by formula weight (high to low): some entries from above.
cpd	compound	GLP-1R inv ag	PTHR1 ag	HEK293 tox
70	COc1ccc(C2CC(=O)c3cc(-c4nc(-c5cccc([N+](=O)[O-])c5)cs4)c(=O)n(-c4ccccc4)c3C2)cc1 (centres undefined)	10%	1%	12%
66	COc1ccc(-c2ccc(=O)n(CC(=O)Nc3ccc(Br)cc3F)n2)cc1	10%	-12%	2%
62	O=C(CCn1c(=O)c2cccn2c2ccc(F)cc21)NCCc1ccc(Cl)cc1	11%	0%	-30%
67	Cc1ccc(-n2nc(CO)c(C(=O)NCCc3ccccc3)n2)cc1C	17%	13%	7%
64	Cc1cccc(NC(=O)c2sc3cccc(Cl)c3c2Cl)c1	17%	i	1%

# A portion of the library; count on the stated rates, not on these rows.
